Screening results deposited in PubChem by National Center for Advancing Translational Sciences (NCATS).
WRN inhibitor = WRN helicase (human) inhibition. Q14191. WRN helicase unwinding, fluorescent forked duplex, kinetic. Potency, µM (doses to about 114 µM), for inactives: top-dose activity change, negative = inhibition, actives largely listed as inhibitors. hit rate 0.46% among 360,000. AID 651768; further: potency means the concentration at half of the fitted maximal effect; on the % scale 0 is the no-effect control and ±100 the full control effect; nearly all actives have a fitted effect of over 55% in size
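WRN at 20 nM final preincubated with compound 15 min at room temperature; reaction started with 100 nM fluorophore/quencher forked duplex oligonucleotide and 2 mM ATP final. Unwinding followed kinetically by red fluorescence (ex 525, em 598 nm).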
IL2 activator = activators of IL-2. IL-2 activation reporter assay, cell-based qHTS; stimulated with anti-CD3/CD4/CD28 beads; in transgenic mouse T cells. activation, % (series mostly up to about 46 µM). hit rate 0.065% among 360,000; in the data active means activation above about 50%; inconclusive means mostly about 30% to 49%; further: 0% is about no effect
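Quantitative HTS in unstimulated transgenic mouse T cells, with memory T cells as non-tolerant control and PMA/ionomycin as tolerance-bypass control. Compound pretreatment lasted 60 minutes before 18 h bead stimulation; EGFP/DsRed fluorescence read.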
EPAC1 antagonist = blocks human EPAC1 exchange factor. O95398. hit rate 0.14% among 360,000. Potency, µM (titrated, usually from 115 µM), inactives show at the top dose activity change, negative = inhibition, hits mostly inhibitors. EPAC1 GEF assay, Rap1b-BODIPY-GDP exchange fluorescence. AID 720709;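 further: potency means the concentration at half of the fitted maximal effect; plate controls were vehicle for no effect and positive control for full effect; nearly all actives have a fitted effect of over 50% in size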
Target sequence (O95398 whole entry, looked up): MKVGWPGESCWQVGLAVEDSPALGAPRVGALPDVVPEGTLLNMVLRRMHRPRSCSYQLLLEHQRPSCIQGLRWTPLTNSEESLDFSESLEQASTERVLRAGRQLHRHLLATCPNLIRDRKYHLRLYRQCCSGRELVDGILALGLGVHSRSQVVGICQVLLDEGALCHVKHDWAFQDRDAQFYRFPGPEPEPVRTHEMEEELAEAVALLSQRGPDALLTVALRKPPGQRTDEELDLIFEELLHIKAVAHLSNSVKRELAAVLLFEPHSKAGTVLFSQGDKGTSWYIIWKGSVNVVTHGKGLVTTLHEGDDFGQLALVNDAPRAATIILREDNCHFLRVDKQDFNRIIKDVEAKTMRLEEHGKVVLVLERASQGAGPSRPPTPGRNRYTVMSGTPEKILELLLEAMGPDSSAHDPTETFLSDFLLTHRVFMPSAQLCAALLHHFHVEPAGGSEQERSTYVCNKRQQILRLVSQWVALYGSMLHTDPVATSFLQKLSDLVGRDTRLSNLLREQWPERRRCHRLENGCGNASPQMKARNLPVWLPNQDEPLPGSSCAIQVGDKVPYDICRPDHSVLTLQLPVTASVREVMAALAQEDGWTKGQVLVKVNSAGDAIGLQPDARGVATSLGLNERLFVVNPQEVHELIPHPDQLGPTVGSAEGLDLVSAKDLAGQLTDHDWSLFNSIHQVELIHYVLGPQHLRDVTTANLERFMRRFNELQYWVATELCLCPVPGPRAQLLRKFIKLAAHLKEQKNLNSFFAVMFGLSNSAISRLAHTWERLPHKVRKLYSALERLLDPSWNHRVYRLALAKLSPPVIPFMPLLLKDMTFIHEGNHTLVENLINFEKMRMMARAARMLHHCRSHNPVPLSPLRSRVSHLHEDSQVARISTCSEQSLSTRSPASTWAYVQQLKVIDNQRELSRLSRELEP
EPAC1 agonist = EPAC1 (human) agonism. EPAC1 agonist qHTS, biochemical assay; response scale: 100% = response to 6.5 mM cAMP. O95398. Potency, µM (titrated, usually from 154 µM), for the others: at the top dose activation, actives largely listed as activators. AID 720707. hit rate 0.073% among 360,000; further: potency means the concentration at half of the fitted maximal effect; nearly all actives have a fitted effect of over 60% in size
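Normalized to 6.5 mM cAMP, activity reflects EPAC1-catalysed release of BODIPY-GDP from Rap1B, followed kinetically over 30 min at 480 nm excitation, 540 nm emission. Reaction contained 100 nM EPAC1, 250 nM Rap1B-BODIPY-GDP, 50 uM GDP.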
PLK1 PBD inh = blocks phosphopeptide binding to human PLK1 polo-box domain; P53350; Potency, µM, inactives show max response, negative = inhibition, actives largely listed as inhibitors; hit rate 2.8% among 360,000; Plk1 PBD binding of FITC phosphopeptide, fluorescence polarization; further: potency means the concentration at half of the fitted maximal effect; series mostly up to about 57 µM; on the % scale 0 is the no-effect control and ±100 the full control effect; nearly all actives have a fitted effect of over 65% in size
Abeta rescue = restores growth of yeast expressing A-beta42 peptide; yeast expressing A-beta42, growth rescue, OD600, 48 h; response scale: 0% DMSO, 100% iron-clioquinol control; Potency, µM (series often up to 46.1 µM), for inactives: at the highest dose growth rescue, most hits filed as activators; hit rate 0.063% among 410,000; further: potency means the concentration at half of the fitted maximal effect; nearly all actives have a fitted effect of over 55% in size
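Yeast growth medium received pinned compounds, then yeast cells expressing toxic A-beta were added; plates incubated at 30 C for 48 hr. Growth read as absorbance at 600 nm, normalized to DMSO and equimolar FeCl3 plus clioquinol controls.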
FUS suppressor = FUS proteinopathy suppression in yeast; S. cerevisiae FUS-expressing, growth rescue, OD600, 24 h; Potency, µM (top dose mostly 76.6 µM), for the others: at the highest dose growth rescue (activation), hits mostly activators; hit rate 0.24% among 390,000; AID 1347120;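 further: potency means the concentration at half of the fitted maximal effect; plate controls were DMSO vehicle for no effect and reference control for full effect; nearly all actives have a fitted effect of over 55% in size; some results filed as inactive show a strong effect at the top dose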
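Quantitative HTS measuring growth restoration of FUS-toxic yeast. Galactose-induced cells (OD 0.005) were exposed 24hr at 30C to compounds at several concentrations, then absorbance at 600 nm was recorded.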
PI5P4Ka inh = inhibitors of human PI5P4K alpha; PI5P4Kalpha enzyme, ADP-Glo luminescence, 60 min; hits give low values; hit rate 1.2% among 330,000; P48426; max response, %; active means max response of -50% or lower; inconclusive means between -30% and -50%; inactive means -30% or higher; further: value at the top dose of about 77 µM; on the % scale 0 is the no-effect control and ±100 the full control effect
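Reactions run in 0.038 M HEPES pH 7.4, 0.28 mM EGTA, 0.1% CHAPS and 5% DMSO, with PI5P4Kalpha, substrate, compound and 5 microM ATP final, one hour at room temperature. Readout is ADP-Glo luminescence.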
* marks the source's active call; other numbers are inactive results; ? = inconclusive; / = not tested or not shown; [ ] = another dose, or the depositor's remark. Unless noted, the call rests on the fitted dose curve; in most records, active means well fitted curve in the direction sought with a large enough effect; inconclusive means small, poorly fitted or top-dose-only effect, or another doubt; inactive means no such curve, though single readings can be large; an effect the other way counts as inactive or inconclusive.

Below each SMILES: WRN inhibitor | IL2 activator | EPAC1 antagonist | EPAC1 agonist | PLK1 PBD inh | Abeta rescue | FUS suppressor | PI5P4Ka inh
(1) CCCCCSc1nnc(-c2ccccc2N)c(=O)[nH]1
  -9% | -1.5 | 0% | 3% | -1% | -21% | -4% | 1
(2) C/C(N)=C(/C#N)C(=O)COC(=O)CNS(=O)(=O)c1c(F)cccc1F
  0% | -2.0 | 1% | 9% | -12% | 11% | -31% | -1
(3) CC(C)c1ccc(C(=O)CC2(O)C(=O)N(CN3CCOCC3)c3ccccc32)cc1 (stereo unspecified)
  5% | 1.7 | 4% | -9% | -9% | 9% | 20% | 10
(4) O=C(Nc1ccc2nn(-c3ccccc3)nc2c1)c1cccs1
  -18% | -1.2 | 9% | 4% | 5% | -13% | 4% | /
(5) CC(=O)NCCN=C(C)c1sc2ccccc2c1O
  -2% | -0.2 | -12% | 6% | -12% | 1% | -3% | -3
(6) CCCn1cc([C@@H]2C[C@H]3CN(Cc4cccc(Cl)c4)C(=O)[C@]34CCCN24)c(C)n1
  -2% | -1.0 | 9% | -1% | -1% | -5% | -20% | 1
(7) CC1(C)C(=O)Nc2ccccc2N1C(=O)COC(=O)c1cc(Cl)cc(Cl)c1
  -20% | 3.0 | -5% | 7% | -4% | 2% | 5% | -24
(8) Cn1c(=O)c2cn(-c3ccc4c(c3)OCCO4)cc2n(C)c1=O
  -11% | -0.8 | 1% | -1% | 2% | 7%[9.22 µM] | -30% | -8
(9) CC(C(=O)NCC1CCCCC1)N(C)Cc1ccc(Br)cc1 (stereo unspecified)
  -3% | -3.0 | -1% | 4% | -11% | -10% | 5% | 5
(10) COCC1=C(C(=O)OC)C(c2cccs2)n2ncnc2N1 (stereo unspecified)
  5% | -0.4 | 15% | 7% | -3% | 4% | -13% | 9
(11) CC(NC(=O)C(=O)N/N=C/c1ccc(Cl)cc1)c1ccccc1 (stereo unspecified)
  2% | -1.3 | 10% | -9% | 2% | -17% | 26% | 1
(12) CC(c1ccccc1)N(NC(=O)C(O)(c1ccccc1)c1ccccc1)C(=O)c1ccccc1 (stereo unspecified)
  -27%[57.1 µM] | 0.4 | 26% | -14% | 2% | 11% | 30% | 6
(13) COc1ccccc1-n1cc(CN2CCN(CC(C)C)C(CCO)C2)cn1 (stereo unspecified)
  1%[57.1 µM] | 0.0 | -21% | -3% | 3% | 16% | 8% | 5
(14) COC(=O)C1CCCN1C(=O)COc1ccc(Br)cc1Cl (stereo unspecified)
  10% | -0.5 | -21% | 1% | -10% | 22% | / | 4
(15) Oc1oc(-c2ccc(Br)cc2)nc1C=Nc1ccc(Br)cn1
  -1% | 0.7 | -12% | -6% | -4% | -8% | -14% | 3
(16) CCOC(=O)N(Cc1ccccc1)C1CC1
  -23% | 1.5 | -2% | 10% | 1% | -16% | 4% | 7
(17) Cc1ccc(N2CC(C(=O)N3CCC(C(=O)Nc4nnc(C(C)(C)C)s4)CC3)CC2=O)cc1 (stereo unspecified)
  -4%[57.1 µM] | -1.0 | -5% | 13% | -8% | 3% | -9% | -2
(18) COc1ccc2cc(C3OCCO3)c(Cl)nc2c1
  3% | 0.6 | 12% | -4% | -7% | 0% | 14% | -3
(19) CC(C)(C)n1cnc2cc(NCc3ccccc3O)ccc21
  7% | 0.0 | -2% | 2% | -9% | -8% | 13% | 7
(20) CS(=O)(=O)c1cccc(C(=O)OCCCC(=O)c2ccccc2)c1
  2% | -0.7 | -16% | -2% | -7% | 6% | 5% | 2
(21) O=C(COc1ccc([N+](=O)[O-])cc1Cl)Nn1cnnc1
  -6% | 2.2 | -5% | 14% | -2% | 5% | -11% | 8
(22) COC(=O)NNC1=CC(=O)CC(C)(C)C1
  -4% | -0.8 | -14% | 3% | -3% | 9% | -35% | 3
(23) CCn1cc(CNC(=S)Nc2cccc3ccccc23)cn1
  -4% | 1.2 | 16% | -1% | -12% | -11% | -14% | 4
(24) O=C(OCc1ccccc1)/C(=C/c1cccc(Br)c1)NC(=O)c1ccco1
  ? | -4.0 | -29% | 15% | -4% | -6% | / | 0
(25) CN1CCN(c2c(/C=N/O)c3ccccc3n2C)CC1
  -7% | 0.3 | -22% | 15% | -16% | 6% | 4% | -4
(26) CN(C)NC(=S)NC1CC2CCC1C2 (stereo unspecified)
  -22% | -2.1 | ? | 5% | 2% | 23% | -7% | 0
(27) Cc1sc2nc(SCc3ccccc3)n(Cc3ccco3)c(=O)c2c1C
  -7% | -0.3 | 4% | 5% | -11% | -1% | -13% | /
(28) CC(=O)Nc1ccc(S(=O)(=O)N2CCN=C2C)cc1
  1% | 1.9 | -4% | -1% | -9% | -5% | 19% | -2
(29) COC(=O)c1c(C(=O)NCc2ccccc2)ncn1CC(O)COc1ccccc1 (stereo unspecified)
  -8% | 2.9 | -1% | 3% | -1% | 9% | 8% | 3
(30) CC(C)c1ccc(N2C=Nc3ccc(C(C)C)cc3C2)cc1
  -12% | -2.4 | -21% | -1% | -5% | 16% | 10% | 0

Single values from the results shown:
Abeta rescue result of COC(=O)c1c(C(=O)NCc2ccccc2)ncn1CC(O)COc1ccccc1 (stereo unspecified) reads 9%
FUS suppressor result of CC(NC(=O)C(=O)N/N=C/c1ccc(Cl)cc1)c1ccccc1 (stereo unspecified) reads 26%
FUS suppressor result of CC(=O)Nc1ccc(S(=O)(=O)N2CCN=C2C)cc1 reads 19%

Ordered by number of heavy atoms (low to high): 4 of the compounds above.
Below each SMILES: WRN inhibitor | IL2 activator | EPAC1 antagonist | EPAC1 agonist | PLK1 PBD inh | Abeta rescue | FUS suppressor | PI5P4Ka inh
(26) CN(C)NC(=S)NC1CC2CCC1C2 (stereo unspecified)
  -22% | -2.1 | ? | 5% | 2% | 23% | -7% | 0
(28) CC(=O)Nc1ccc(S(=O)(=O)N2CCN=C2C)cc1
  1% | 1.9 | -4% | -1% | -9% | -5% | 19% | -2
(21) O=C(COc1ccc([N+](=O)[O-])cc1Cl)Nn1cnnc1
  -6% | 2.2 | -5% | 14% | -2% | 5% | -11% | 8
(14) COC(=O)C1CCCN1C(=O)COc1ccc(Br)cc1Cl (stereo unspecified)
  10% | -0.5 | -21% | 1% | -10% | 22% | / | 4

Next part
Below each SMILES: WRN inhibitor | IL2 activator | EPAC1 antagonist | EPAC1 agonist | PLK1 PBD inh | Abeta rescue | FUS suppressor | PI5P4Ka inh
(31) O=C(c1ccc(Cl)cc1)N1CCCOC1
  -7% | -2.8 | 1% | 11% | -9% | -5% | 8% | -2
(32) COCCOC(=O)c1c(NC(=O)CN2c3ccccc3CC2C)sc(C(N)=O)c1C (stereo unspecified)
  -9% | 0.1 | 7% | 3% | -19% | 4% | 26% | 4
(33) Cc1ccsc1/C=N/NC(=O)c1ccncc1
  -3% | -2.0 | -10% | 2% | 2% | 1% | -1% | 2
(34) COc1ccc(CCNC(=O)CSc2nncn2N)cc1OC
  0%[57.1 µM] | 0.1 | 4% | 1% | -3% | 1% | -4% | /
(35) O=C(NC1CCN(C(=O)c2ccccc2Br)CC1)c1ccccc1
  0% | 0.9 | 10% | -1% | -1% | 6% | 19% | 3
(36) CCOC(=O)c1ccc(Oc2nc(OC)cc(OC)n2)cc1
  -8% | -4.0 | -2% | 0% | -14% | -18% | -20% | 5
(37) COc1ccc(CCN(C)C(=O)c2cncc(Br)c2)cc1OC
  -29% | 0.0 | -22% | 6% | -8% | -13% | 7% | -8
(38) CC(=O)Nc1ccc(S(=O)(=O)Nc2cc3c(cc2C(C)=O)OCO3)cc1
  -1% | -1.5 | -3% | 6% | -3% | -1% | 6% | 1
(39) COc1ccc(C)cc1S(=O)(=O)Nc1ccc(F)cc1
  -10% | -2.2 | 2% | 3% | -11% | 12% | -1% | 4
(40) NC(=S)NN=C(Cc1ccccc1)Cc1ccccc1
  2% | -0.4 | 1% | -3% | -11% | ? | -10% | -7
(41) O=C(CSc1ncccn1)N1CCCC1
  14% | -0.2 | 0% | 2% | -3% | 7% | 10% | -8
(42) COc1ccc2oc(C(=O)OCC(=O)Nc3ccc(C)c(S(=O)(=O)N4CCOCC4)c3)c(C)c2c1
  -7% | 1.2 | -6% | 8% | 2% | 19% | -10% | -18
(43) Cn1c(=O)[nH]c2ncccc21
  -2% | -2.0 | 8% | 8% | 2% | -17% | -32% | -5
(44) CCN(C(=O)COC(=O)Cn1c(C)csc1=O)c1c(N)n(Cc2ccccc2)c(=O)[nH]c1=O
  -28% | -2.5 | 11% | -3% | -5% | -13% | ? | -1
(45) O=C(c1cc(Cl)nc2ccccc12)N1CCc2ccccc2C1
  3% | -0.2 | -14% | 13% | -2% | 14% | 2% | -4
(46) Cn1c(C(=O)N(Cc2ccccc2)Cc2cccs2)cc2sccc21
  -5% | -2.3 | -2% | 22% | -9% | 13% | 20% | /
(47) Cc1cc(NC(=O)CSc2nc3c([nH]c4ccccc43)c(=O)n2-c2cccc(C(F)(F)F)c2)no1
  2% | 2.2 | 20% | -3% | -8% | -26% | ? | 2
(48) Cc1cc(C)c(NC(=O)CN(C)C(C)C(=O)N2CCc3ccccc32)c(C)c1 (stereo unspecified)
  4% | 0.8 | 2% | 2% | 0% | 16% | 1% | 0
(49) COc1ccc(OC)c(C2CC(=O)NC(SC)=C2C#N)c1 (stereo unspecified)
  -2% | 0.2 | -4% | -4% | -5% | 2% | -23% | 2
(50) Cc1csc(=O)n1CC(=O)Nc1ccc(S(C)(=O)=O)cc1
  10% | 0.3 | 10% | 2% | -5% | 4% | -3% | 1
(51) N#CC1(NC(=O)CSc2nnc(COc3ccccc3F)n2N)CCCCC1
  -12% | 1.2 | -1% | 6% | -10% | -7% | 4% | 6
(52) CCOc1ccccc1/C=C(\C(=O)O)c1ccc(S(=O)(=O)N2CCCCC2)s1
  -6% | 0.7 | -23% | -10% | -13% | -2% | 22% | ?
(53) O=C(O)c1ccccc1Cc1nc2cc(Cl)ccc2c(=O)[nH]1
  -14% | 0.0 | 11% | 4% | -2% | -4% | 14% | ?
(54) CCCSc1nc2c(c(=O)n(C)c(=O)n2C)n1Cc1ccc(C)cc1
  7% | 0.6 | 5% | 0% | -10% | -7% | -10% | 2
(55) CC(C)c1ccc(-c2nn(-c3ccccc3)cc2C2C(C#N)=C(N)OC3=C2C(=O)CC(C)(C)C3)cc1 (stereo unspecified)
  -12% | -1.7 | -5% | 7% | -10% | 5% | ? | -3
(56) O=C(CC12CC3CC(CC(C3)C1)C2)Nc1cccc2ncccc12
  -18% | 0.7 | 6% | 3% | -3% | -19% | ? | /
